Nrf2 activator: activates Nrf2 signaling; AREc32 ARE-luciferase reporter (MCF7-derived line), luminescence, 24 h; Potency, µM (top dose mostly 46.1 µM), for inactives: top-dose activation, usual class: activators; hit rate 0.31% among 410,000; AID 624171; further: potency means the concentration at half of the fitted maximal effect; % of control where 0% means no effect; nearly all actives have a fitted effect of over 65% in size
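AREc32 cells carrying an ARE-driven firefly luciferase, 1000 cells/well in OPTI-MEM with 5% FBS, dosed after overnight attachment and incubated 24 hr at 37 deg C. Steady-Glo luminescence read after 30 min at RT.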
Abeta rescue: A-beta toxicity reversal in yeast | AID 1347071 | yeast expressing A-beta42, growth rescue, OD600, 48 h; response scale: 0% DMSO, 100% iron-clioquinol control | hit rate 0.063% among 410,000 | Potency, µM (titrated, usually from 46.1 µM), inactives show at the top dose growth rescue, hits mostly activators; further: potency means the concentration at half of the fitted maximal effect; nearly all actives have a fitted effect of over 55% in size
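Yeast growth medium received pinned compounds, then yeast cells expressing toxic A-beta were added; plates incubated at 30 C for 48 hr. Growth read as absorbance at 600 nm, normalized to DMSO and equimolar FeCl3 plus clioquinol controls.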
A549 viability: counter-screen for Nrf2 inhibitors: cytotoxicity in A549 cells. hit rate 0.16% among 390,000. Potency, µM (series often up to 46 µM), without a hit: at the highest dose activity change, negative = cytotoxicity, hits mostly inhibitors. A549 ARE-Fluc cells, CellTiter-Fluor viability, 18-24 h. AID 504648; further: potency means the concentration at half of the fitted maximal effect; on the % scale 0 is the no-effect control and ±100 the full control effect
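A549 ARE_Fluc cells in 5% FBS OPTI-MEM were exposed to compounds in concentration-response for 18-24 h at 37 deg C. Viability was read by CellTiter-Fluor fluorescence (Ex 405/Em 525) after 30 min, before the luciferase read.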
Akt phos inh: blocks phosphorylation of Akt; hit rate 0.32% among 360,000; Neuro2A IGF-stimulated pAkt S473 HTRF, 20 min; active compounds read low; activity change, % for hits at 50 µM; AID 651550; in the data active means activity change below about -80%; inconclusive means mostly about -51% to -80%; further: on the % scale 0 is the no-effect control and ±100 the full control effect
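Neuro2A cells (4,500/well, DMEM with 0.5% FBS) were treated with compound at a single 50 µM final concentration, stimulated with 6 nM IGF for 20 min at 37 °C, and lysed. Phospho-Akt Ser473 was read by HTRF as 665/615 ratio ×10^4.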
Nrf2 block: blocks Nrf2 signaling | A549 ARE-Fluc reporter, luciferase luminescence, 18-24 h | Potency, µM (doses to about 46 µM), without a hit: top-dose activity change, negative = inhibition, most hits filed as inhibitors | hit rate 2.1% among 360,000 | AID 504444; further: potency means the concentration at half of the fitted maximal effect; on the % scale 0 is the no-effect control and ±100 the full control effect; nearly all actives have a fitted effect of over 60% in size
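Nrf2 function is reported as luminescence of an ARE-controlled luciferase in A549 cells. Compounds were tested at several concentrations, and a CellTiter-Fluor read on the same wells flagged cytotoxicity.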
TGFb SMAD3 inh: TGF-b pathway inhibition. HepG2 CAGA-GFP TGF-b/SMAD3 reporter, GFP fluorescence, 18 h; TGF-beta stimulated, 500 pg/mL final. Potency, µM (top dose mostly 46.1 µM), inactives show top-dose activity, negative = inhibition, usual class: inhibitors. hit rate 1.2% among 410,000. AID 588855; further: potency means the concentration at half of the fitted maximal effect; on the % scale 0 is the no-effect control and ±100 the full control effect; nearly all actives have a fitted effect of over 65% in size
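HEPG2 CAGA-GFP, 1000 cells/well; 2 h settle, 37 C; cpd via pin tool; TGF-b 500 pg/mL final; 18 h, 37 C; GFP imaging ex488/em500-530; %Activity normalised to -TGF-b and +DMSO controls; CRC fit, curve class.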
CCT chaperon mod: modulators of cytosolic chaperonin (CCT/TRiC) activity; purified chaperonin ATPase assay, HTRF ADP detection, 30 min; activity change, % (concentration not given with the values), hits read low; hit rate 0.3% among 360,000; AID 651819; in the data active means activity change below about -30%; further: on the % scale 0 is the no-effect control and ±100 the full control effect
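Enzyme 40 or 20 nM (batch-dependent) in Tris pH 7.4/KCl/MgCl2/DTT; cpd 76 uM single point; ATP 10 uM; 30 min 37 °C; Transcreener ADP HTRF detection, 30 min RT; ratio 665/615.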
HepG2 tox: kills HepG2 cells in TGF-b inhibitor counter-screen; Potency, µM (doses to about 46.1 µM), inactives show top-dose activity change, negative = cytotoxicity, actives largely listed as cytotoxic; AID 588856; HepG2 CAGA-GFP viability, ATP luminescence, 18 h; hit rate 0.76% among 410,000; further: potency means the concentration at half of the fitted maximal effect; some results filed as inactive show a strong effect at the top dose
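HepG2 CAGA-GFP cells (1000/well, DMEM with 1% FBS) received compound, then TGF-beta at 500 pg/mL final, and were incubated 18 hours at 37 degrees C. Viability was read by CellTiter-Glo luminescence. Media-only wells were set as complete cell-killing and DMSO as no toxicity.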
Mm-Cpn inhibitor: blocks the Methanococcus maripaludis chaperonin Mm-Cpn; Potency, µM (doses to about 76.9 µM), for inactives: top-dose activity, negative = inhibition, actives largely listed as inhibitors; purified Mm-Cpn ATPase, ADP Transcreener TR-FRET; hit rate 0.031% among 330,000; AID 504842; further: potency means the concentration at half of the fitted maximal effect; on the % scale 0 is the no-effect control and ±100 the full control effect; nearly all actives have a fitted effect of over 80% in size
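Purified archaeal chaperonin (25 nM final) was preincubated with compound for 10 min at 37°C, then ATP (10 uM final) was added for 30 min at 37°C in Tris pH 7.4/KCl/MgCl2/DTT buffer. ADP was quantified by HTRF Transcreener TR-FRET.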
* = called active by the depositor; i = inactive; ? = inconclusive; nt = not tested or not shown. Unless noted, the call rests on the fitted dose curve; in most records, active means well fitted curve in the direction sought with a large enough effect; inconclusive means small, poorly fitted or top-dose-only effect, or another doubt; inactive means no such curve, though single readings can be large; an effect the other way counts as inactive or inconclusive.

Results follow in this order: A549 viability, HepG2 tox, Nrf2 activator, Nrf2 block, CCT chaperon mod, TGFb SMAD3 inh, Akt phos inh, Abeta rescue, Mm-Cpn inhibitor
- O=S1(=O)N[C@@H](Cc2ccccc2)COc2cc(N3CC[C@H](O)C3)ccc21
→ nt, nt, -1.2%, nt, -1.2, nt, i, -3%, nt
- CCCn1c(=N)c(S(=O)(=O)c2ccccc2)cc2c(=O)n3cccc(C)c3nc21
→ -3%, 23%, -0.1%, -23%, -0.5, 6%, i, 4%, 1%
- O=C(CCSCCc1ccccn1)Nc1cccc([N+](=O)[O-])c1
→ 10%, -7%, 4.5%, 3%, -1.9, -5%, i, 3%, -5%
- O=C(Nc1cccc(C(=O)NC2CC2)c1)c1ccc(F)c(S(=O)(=O)N2CCOCC2)c1
→ 2%, 5%, -0.4%, -9%, -2.7, -1%, i, 10%, 1%
- CCn1ccnc1CNC(=O)c1ccc2oc(CCCc3ccccc3)nc2c1
→ 9%, -30%, 2.7%, 2%, -1.3, -22%, i, -15%, 2%
- Cc1cc(C)c2nc(N3CCCC(C(=O)NCc4cccc(Cl)c4)C3)sc2c1 (stereo unspecified)
→ 1%, 24%, 4.2%, ?, nt, 3%, nt, -7%, nt
- CCc1nc2c(cnn2-c2ccc(C)cc2)c(=O)n1Cc1ccccc1
→ 11%, -31%, 6.6%, 2%, nt, ?, nt, -10%, nt
- Cc1c(C(=O)N2CCC(Cc3ccccc3)CC2)sc2ncnc(N3CCC(C)CC3)c12
→ 1%, 14%, 0.1%, -4%, -0.8, -19%, i, 7%, 2%
- CCN(CC)CCN1C(=O)C(=O)/C(=C(/O)c2ccccc2)C1c1ccccc1F (stereo unspecified)
→ -18%, 2%, 0.4%, -11%, -1.1, -14%, i, 4%, 1%
- Cc1ccc(S(=O)(=O)N2CCOCC2)cc1NC(=O)COC(=O)c1cc(=O)c2ccccc2o1
→ -2%, 2%, 0.1%, -1%, -2.4, 12%, i, -1%, 1%
- CCc1c(C)sc2c1CCN(C(=O)Nc1cc(OC)c(OC)c(OC)c1)C2c1ccccc1 (stereo unspecified)
→ -13%, -27%, 6.5%, nt, nt, ?, nt, -12%, nt
- Cc1noc(NS(=O)(=O)c2ccc(NC(=O)c3ccc(Br)cc3)cc2)c1C
→ 0%, -8%, 1.1%, 6%, nt, 0%, nt, 6%, nt
- CCc1ccc(NC(=S)NCc2cccnc2)cc1
→ -2%, 1%, 2.1%, ?, 2.1, -20%, i, 8%, 1%
- CC(C)(CO)NCc1ccccc1OCC(=O)Nc1ccccc1
→ 1%, -13%, -0.1%, 6%, -0.6, -1%, i, -14%, 2%
- CC(C)c1ccc(NC(=O)C2CCCCC2C(=O)O)cc1 (stereo unspecified)
→ -1%, 0%, 0.1%, 23%, -0.6, -12%, i, 0%, -1%
- CCOC(=O)C1=CN(Cc2ccco2)S(=O)(=O)N(C)C1c1ccccc1 (stereo unspecified)
→ -1%, 1%, 0.7%, 2%, 1.1, 1%, i, 8%, 0%
- C=CCNc1nc(C(=O)OCC(=O)c2ccc(F)cc2)cs1
→ 1%, 0%, 3.6%, 5%, 1.1, 7%, i, 14%, -5%
- CCN(CC)CCN1C(=O)c2ccccc2NC1c1cc(OC)c(OC)c(OC)c1 (stereo unspecified)
→ -6%, -10%, 0.4%, -4%, -1.6, 5%, i, -6%, -2%
- Nc1nnc(SCC(=O)NNC(=O)c2ccc(F)cc2)s1
→ 10%, -17%, 0.2%, -14%, -1.9, 1%, i, -13%, 1%
- O=C(OCC(=O)N1CCN(C(=O)c2ccco2)CC1)c1ccccc1NCCO
→ 1%, -25%, -0.1%, 1%, -4.5, -23%, i, 8%, 0%
- CCOC(=O)C1CCCN(S(=O)(=O)c2cc3c(cc2Cl)NC(=O)CO3)C1 (stereo unspecified)
→ -5%, -10%, 0.2%, -4%, 0.0, ?, i, -24%, -7%
- O=C(NCCS(=O)(=O)N1CCN(c2ccccc2)CC1)c1cccc(F)c1
→ 6%, -7%, 0.2%, 6%, -0.5, -2%, i, -5%, 1%
- CCOC(=O)c1c(NC(=O)CSc2ncn[nH]2)sc(C(=O)N(C)C)c1C
→ -1%, -16%, -0.1%, 0%, -2.0, 18%, i, 16%, -3%
- CC(C)N(C(=O)CSc1nnc(NC(=O)Cc2cccs2)s1)C(C)C
→ 19%, 5%, 2.5%, 6%, -2.4, ?, i, 0%, -6%
- CC(=O)Nc1nc(C)nc(C)c1C(C)=O
→ 0%, 4%, 0.4%, 10%, -2.8, 17%, i, 6%, 2%
- Cc1cc(C)nc(NC(=O)Cc2ccc(Br)cc2)n1
→ 0%, 0%, -0.2%, 0%, 0.3, 6%, i, -15%, -1%
- O=c1[nH]c(CN2CCOCC2)nc2ccccc12
→ -10%, 9%, -0.3%, -1%, 1.1, 1%, i, 6%, -3%
- COc1cc(NC(=O)c2cccnc2Sc2ccc(Cl)cc2)cc(OC)c1OC
→ 11%, -29%, 3.6%, -18%, -2.5, 4%, i, 15%, -2%
- COc1ccc(Cl)cc1S(=O)(=O)NC(C)c1cnn(-c2ccccn2)c1C (stereo unspecified)
→ nt, -9%, -0.2%, nt, -0.1, -4%, i, -2%, nt
- Cc1ccc2nc(COc3ccccc3NC(=O)c3ccccc3C)cc(=O)n2c1
→ -4%, 5%, -0.7%, nt, nt, -2%, nt, -12%, nt
- CC(=O)c1sc(NC(=O)c2oc3ccc(F)cc3c2C)nc1C
→ -4%, -8%, 3.8%, ?, -0.3, 4%, i, 0%, -8%
- COc1ccc(C(=O)COc2ccc(F)cc2)c(O)c1C
→ 0%, 7%, 0.1%, ?, 0.5, ?, i, 5%, 0%
- Cc1ccc(C)c(N2CCN(S(=O)(=O)c3ccc(-c4cc(C(F)(F)F)on4)s3)CC2)c1
→ -10%, 0%, -0.5%, ?, nt, 2%, nt, 7%, nt
- Cc1nn(-c2ccccc2)c(N)c1N=Nc1cccnc1
→ 1%, -1%, 8.3%, ?, -1.0, -2%, i, -19%, -5%
- CNC(=O)c1ccc(Nc2nnc(-c3ccc(C)c(S(N)(=O)=O)c3)c3ccccc23)cc1
→ 1%, -1%, -0.4%, 4%, -0.6, 1%, i, -9%, -4%
- C[C@@H]1CCCCO[C@H](CN(C)C(=O)Nc2ccccc2)[C@@H](C)CN([C@H](C)CO)C(=O)c2cc(NS(=O)(=O)c3cn(C)cn3)ccc2O1
→ nt, -11%, 0.1%, nt, -3.6, 9%, i, 4%, nt
- O=C(COC(=O)CCc1nc2ccccc2c(=O)[nH]1)Nc1ccc2c(c1)OCO2
→ 11%, 4%, -0.8%, 11%, -0.1, 2%, i, -1%, 0%
- Nc1ncc2c(n1)-c1ccccc1CC2
→ -5%, -1%, -0.7%, -1%, -0.4, -12%, i, -8%, -1%
- Cc1ccc(N(CC(=O)NCC2CCCO2)S(=O)(=O)c2ccccc2)c(C)c1 (stereo unspecified)
→ 1%, -5%, 2.7%, -22%, -3.8, 0%, i, -10%, -3%
- COCCOn1c(SCCOC)nc2ccccc2c1=O
→ 2%, 9%, 0.5%, 1%, 1.1, 26%, i, 8%, 1%
- O=C(Cn1cnc2scc(-c3ccccc3)c2c1=O)NCc1ccco1
→ 2%, -10%, 9.7%, 2%, 0.1, -11%, i, 1%, -1%
- NS(=O)(=O)c1ccc(NC(=O)c2ccc(F)cc2F)c(NC(=O)c2ccc(F)cc2F)c1
→ 0%, 6%, 0.5%, 5%, -1.2, 1%, i, -8%, 1%
- O=C(CNC(=O)c1ccccc1Cl)Nc1ccc(F)cc1
→ -2%, -1%, 2.7%, ?, -0.9, -4%, i, 14%, 1%
- O=[N+]([O-])c1ccc(Nc2ccccc2O)c([N+](=O)[O-])c1
→ nt, -46%, 15%, nt, 0.7, ?, i, -21%, nt
- Cc1ccc2nc(C(=O)N3CCCC(Nc4ccc(F)cc4)C3)cn2c1 (stereo unspecified)
→ -5%, -23%, 3.2%, 8%, -2.7, -13%, i, -10%, -1%
- COc1ccc(CC(O)CO)cc1OCc1ccccc1 (stereo unspecified)
→ nt, -36%, -1.1%, nt, -0.8, 15%, i, 6%, nt
- CCCCCN(C(=O)NC(=O)Nn1cnnc1)S(C)(=O)=O
→ 6%, -6%, -0.1%, 3%, 0.0, -5%, i, 1%, 0%
- O=C(CSc1nnc(-c2ccncc2)o1)Nc1ccc(F)c(F)c1
→ 0%, 2%, 5.0%, 3%, -3.7, 20%, i, 5%, -2%
- N#Cc1c(=O)c2nc(NCc3ccccc3)ncc2n2ccccc12
→ 13%, 1%, -0.2%, 11%, 1.1, -5%, i, -7%, -3%
- COc1ccc(C)cc1NC(=O)C1CC(=O)N(CCc2ccccc2)C1 (stereo unspecified)
→ 0%, 1%, 0.1%, 1%, -1.1, -10%, i, 10%, 2%
- Cc1ccccc1-c1ccc(=O)n(CC(=O)Nc2ccc(N3CCOCC3)cc2)n1
→ -4%, 4%, 0.2%, 9%, 0.3, 21%, i, 27%, -1%
- COc1ccc(N2CCN(Cc3nc4c(c(=O)[nH]c(=O)n4C)n3Cc3ccccc3C)CC2)cc1
→ 5%, -7%, -0.2%, ?, nt, -1%, nt, -21%, nt
- COC(=O)c1ccc(N)cc1O
→ -12%, -12%, -0.5%, 1%, -0.5, 13%, i, 3%, 0%
- NC(=O)NCCCC(NC(=O)c1ccc(C#CC2(O)CCCCC2)cc1)C(=O)O (stereo unspecified)
→ 3%, 5%, 0.4%, 6%, 0.3, 7%, i, 7%, 2%
- Cc1cccc(Oc2nc3c(c(=O)n(C)c(=O)n3C)n2Cc2ccccc2)c1C
→ 1%, 4%, 0.2%, 12%, nt, -2%, nt, 4%, nt
